Hsp70 displacement = Hsp70 inhibitors, probe displacement, primary screen, biochemical, fluorescence polarization (AID 583). Heat shock 70 kDa protein 1A (Homo sapiens). Hsp70 fluorescence polarization probe displacement, mP; higher % means a stronger effect. displacement, % at 20 µM; hits with a dose series show IC50 in µM. hit rate 0.06% among 140,000; in the data active = displacement above about 50%;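 note: plate controls were vehicle for no effect and reference ligand for full effect; a part of the inactive calls stands beside numbers as strong as those of hits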
Rat MKP-3 inhibitors = MKP-3 phosphatase inhibitors, primary screen, biochemical, rat enzyme, in vitro (AID 425) | recombinant MKP-3 phosphatase activity, fluorescence; higher % means a stronger effect | inhibition, % at 20 µM; hits with a dose series show IC50 in µM | hit rate 0.17% among 110,000; in the data active = inhibition above about 50%;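 note: plate controls were vehicle for no effect and reference inhibitor for full effect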
Starred values were filed as active, the others as inactive; / = no result given; & = joins results of further samples.

Hsp70 displacement	Rat MKP-3 inhibitors	Molecule
0.3%	0.5%	COc1ccc(-n2c(SC)nc(O)c(Cc3ccccc3)c2=O)cc1
2.3%	/	COc1ccc2cnn(-c3ccc(C)cc3)c(=O)c2c1OC
3.4%	/	CC(CCc1ccccc1)NC(=O)c1ccccc1 (stereo not drawn)
0.6%	5.7%	CC(=O)c1c(COC(=O)c2ccncc2)nc2ccccc2[n+]1[O-]
1.2%	-3.7%	O=c1[nH]c(NCCCO)nc2c1C1(CCCC1)Cc1ccccc1-2
-1.4%	0.2%	O=C(C1CCCCC1)N1CCN(S(=O)(=O)c2ccc(Cl)cc2)CC1
5.6%	/	CC(=O)c1cnc(Nc2nc(C)c3cc(C)c(C)cc3n2)nc1C
3.5%	-0.1%	CCc1nnc(NS(=O)(=O)c2ccc(N/C=C/C(=O)c3ccc(OC)cc3OC)cc2)s1
-1.0%&2.8%	3.5%	O=C(NC1CCCCC1)N1CCN(C(c2ccccc2)c2ccccc2)CC1
3.7%	-3.4%	CS(=O)(=O)N1CCN(C(=O)CCC2CCCC2)CC1
1.5%	2.6%	COc1ccc(C)cc1NC(=O)C(=O)NCc1ccncc1
-1.5%	/	Cc1cc2oc(C(=O)NCc3ccc4c(c3)OCO4)c(C)c2cc1C
1.1%	4.3%	Cn1c(=O)c2c(nc(NCCCO)n2Cc2cccc(Br)c2)n(C)c1=O
1.9%	3.1%	CC1(C)Cc2c(sc3nc(SCC(=O)O)[nH]c(=O)c23)CO1
2.3%	1.0%	Cc1nc2ccc(Cl)cn2c1C(=O)NN=C1CCC(C(C)(C)C)CC1 (stereo not drawn)
-4.8%	-3.0%	CC(=O)Nc1ccccc1C(=O)Nc1ccccc1
-2.8%	2.8%	Nc1nc(SCc2nc3scc(-c4cccs4)c3c(=O)[nH]2)n[nH]1
-3.2%	1.6%	c1ccc(CSc2nc3ccccc3s2)nc1
-4.0%	-0.8%	CCOc1ncccc1C(=O)OCC(=O)N1CCN(S(=O)(=O)c2ccc(Cl)cc2)CC1
-2.4%	-8.1%	COc1ccc2c(c1)N(C)C(=O)CC(c1ccccc1)=N2
5.0%	5.1%	Cc1ccccc1NC(=O)c1c(NC(=O)C(Cl)(Cl)Cl)sc2c1CCC2
0.8%	-0.9%	CC12CN3CC(C)(CN(C1)C3c1ccc3c(c1)OCO3)C2=O (stereo not drawn)
1.5%	3.0%	O=C(COc1ccc(Cl)cc1Cl)Nc1ccccc1C(=O)Nc1ccccc1
-5.9%	3.4%	Brc1ccc(-c2ccc(/C=C/c3nc4ccccc4o3)o2)cc1
2.4%	-16.9%	COC(=O)C1=C(N)OC2=C(C(=O)CC(C)(C)C2)C1c1cccnc1 (stereo not drawn)
-0.4%	-10.8%	Cc1ccc(NS(=O)(=O)c2cccc(C(=O)n3ncc(C#N)c3N)c2)c(C)c1
-0.3%	-4.2%	Clc1ccc(-n2nnnc2-c2ccccc2)cc1Cl
0.9%	-1.9%	c1coc(CN(Cc2cccs2)Cc2nnnn2C2CCCCC2)c1
-4.9%	3.2%	OCCN(C(=S)Nc1ccc2nccnc2c1)c1ccccc1
-5.3%	1.6%	O=C(Nc1ccc2c(c1)OCO2)c1cccc(Cl)c1
8.6%	/	CC(C(=O)N1CCCc2ccccc21)N1CCN(S(=O)(=O)c2ccccc2F)CC1 (stereo not drawn)
-0.5%	-0.6%	CC1(C)CC(=O)C2=C(C1)NC1=C(C(=O)CC(C)(C)C1)C2c1c(Cl)cccc1Cl
4.1%	/	CCCOc1ccc(NCC(=O)Nc2ccc(C)cc2C)cc1
0.3%	15.7%	O=C(/C=C/c1ccccc1Cl)c1ccc(NC(=O)c2cccs2)cc1
-1.4%	/	O=C(CCn1c(=O)[nH]c2ccsc2c1=O)NCCc1ccc(Cl)cc1
10.1%	1.1%	Cc1c(C(=O)OCC2CCCO2)[nH]c2c1C(=O)CC(c1ccco1)C2 (stereo not drawn)
-2.1%	/	COc1ccc(CNC(=O)CCCOc2cc(=O)n(C)c3ccccc23)cc1
4.1%	-6.5%	COc1ccc2c(c1)c(C(O)CN1CCC3(CC1)OCCO3)c(C)n2C (stereo not drawn)
6.2%	-1.1%	CCN1CCCC1CNC(=O)C1c2cc(OC)c(OC)cc2C(=O)N(C)C1c1cccnc1 (stereo not drawn)
4.2%	-1.1%	COc1cccc(NC(=O)c2ccc3ccccc3c2)c1
-0.4%	/	COc1ccc(C)cc1S(=O)(=O)NCCc1ccccc1
-6.1%	/	Cc1nc(N2CCN(S(=O)(=O)c3ccccc3)CC2)c2cc(-c3ccccc3)sc2n1
-0.5%	/	COc1cccc(Cn2cccc(NC(=O)Nc3ccc(C#N)cc3)c2=O)c1
5.5%	-8.4%	O=S(=O)(NCCSc1nnc(-c2ccco2)n1-c1ccccc1)c1ccccc1
6.6%	-3.2%	CCOC(=O)c1[nH]c(C)c(C(=O)CC(C)(C)C)c1C
-2.5%	2.6%	Cc1occc1C(=O)N1CCN(C(=O)C2CCCO2)CC1 (stereo not drawn)
6.0%	/	CC(=O)N1CCC(N(CCCOC(C)C)C(=O)Nc2ccc(C)c(C)c2)CC1
32.3%	-1.8%	CN(C)CCCN1C(=O)c2oc3ccc(F)cc3c(=O)c2C1c1cccnc1 (stereo not drawn)
1.5%	1.5%	COc1ccc(C2Sc3ccccc3NC3=C2C(=O)c2ccccc23)cc1 (stereo not drawn)
-3.7%	-0.6%	CC1=CC(C)(C)Nc2ccccc21

Other records follow.
Hsp70 displacement	Rat MKP-3 inhibitors	Molecule
2.3%	3.4%	CC(=O)NC1=NC(=O)/C(=C\c2ccccc2Cl)S1
-3.7%	4.4%	COc1ccc(CNS(=O)(=O)c2cccc([N+](=O)[O-])c2)cc1
4.7%	/	Cn1c(=O)c2[nH]c(-c3ccccc3)nc2n(C)c1=O
-0.2%	-1.0%	Cc1ccc(-n2c(SCC(=O)N3CCOCC3)nnc2-c2cccnc2)cc1C
1.8%	-3.3%	CCCCn1c(SCC(=O)c2ccc3c(c2)OCCO3)nnc1-c1ccoc1C
-3.8%	1.9%	Cc1cccc(-c2nc3sc4c(c3c(=O)o2)CCCCC4)c1
4.8%	/	COc1ccc(C(O)c2nccn2Cc2ccccc2)cc1OC (stereo not drawn)
0.4%	4.1%	CCCCNC(=O)Cn1c(-c2ccc(OC)cc2)noc1=O
-2.2%	1.7%	CC1=C(C(=O)OCCc2ccccc2)C(c2ccccc2F)C2=C(CC(C)(C)CC2=O)N1 (stereo not drawn)
3.0%	-11.0%	O=C(Nc1cc(C(F)(F)F)ccc1N1CCOCC1)c1n[nH]c(=O)c2ccccc12
0.5%	4.7%	O=C(O)CCCCCN1C(=O)C(=O)/C(=C(/O)c2ccc([N+](=O)[O-])cc2)C1c1ccc(O)cc1 (stereo not drawn)
6.3%	1.0%	COc1ccc2c(c1)nc(SCc1ccccc1)n2C
1.6%	-2.6%	COc1ccc(C(=O)OCCNC(=O)c2ccc[n+](C)c2)cc1OC
-1.3%	6.7%	Cc1cc(C)c(NC(=O)CSc2nnc(Cc3cccn3C)n2-c2ccc(F)cc2)c(C)c1
-3.5%	0.3%	COc1cc(C2NC(=S)NC(C)=C2C(=O)Nc2cccc(C)c2)ccc1O (stereo not drawn)
5.3%	3.9%	Cc1ccc(C(=O)/C=C/c2ccc3ncccc3c2)cc1
3.9%	-7.4%	CCOc1ccc(C(C)(N)C(=O)O)cc1 (stereo not drawn)
1.0%	1.5%	CCC1CCc2c(sc(NC(=O)COc3ccc(Cl)cc3Cl)c2C(N)=O)C1 (stereo not drawn)
0.0%	3.8%	COc1ccc(S(=O)(=O)N(CCc2ccccc2)CC(=O)NCCc2ccccc2)cc1
2.5%	-10.5%	O=C(CN(Cc1cccs1)C(=O)CN1C(=O)COc2ccccc21)NCc1ccco1
-1.5%	0.9%	Cc1nn(C(CC(=O)O)C(=O)O)c(C)c1I (stereo not drawn)
4.4%	12.3%	Cc1cc(C)n(-c2nc(Nc3ccccc3)nc(-n3nc(C)cc3C)n2)n1
-0.8%	-2.7%	Cc1cc(/C=C2/NC(=O)NC2=O)c(C)n1-c1ccc(F)cc1
-4.1%	/	CC1(C)CC(=O)C2=C(C1)N(c1ccc(F)cc1)C(N)=C(C#N)C2c1cccs1 (stereo not drawn)
-2.4%	0.5%	CCSc1nnc(NC(=O)c2nn(C(C)C)c(=O)c3ccccc23)s1

Retrieved by compound from the entries so far (5):
Hsp70 displacement	Rat MKP-3 inhibitors	Molecule
-3.5%	0.3%	COc1cc(C2NC(=S)NC(C)=C2C(=O)Nc2cccc(C)c2)ccc1O (stereo not drawn)
-3.7%	4.4%	COc1ccc(CNS(=O)(=O)c2cccc([N+](=O)[O-])c2)cc1
1.6%	-2.6%	COc1ccc(C(=O)OCCNC(=O)c2ccc[n+](C)c2)cc1OC
-0.8%	-2.7%	Cc1cc(/C=C2/NC(=O)NC2=O)c(C)n1-c1ccc(F)cc1
-0.2%	-1.0%	Cc1ccc(-n2c(SCC(=O)N3CCOCC3)nnc2-c2cccnc2)cc1C

(more compounds)
Hsp70 displacement	Rat MKP-3 inhibitors	Molecule
5.0%	5.0%	Clc1ccc(-c2nnc(SCc3nc(-c4ccccc4)no3)o2)cc1
/	-1.3%	Cc1cc(NS(=O)(=O)c2ccc(NC(=O)c3cccc(Br)c3)cc2)no1
0.2%	2.4%	CS(=O)(=O)N(CC(=O)Nc1ccc(Br)cc1)c1ccc(Cl)cc1
-0.4%	/	CC(C)CC(NC(=O)c1ccc(Cl)cc1Cl)C(=O)O (stereo not drawn)
4.1%	0.1%	Cc1ccc(NS(=O)(=O)c2cccc(C(=O)OCC(=O)NCc3ccco3)c2)cc1
-10.3%	1.4%	CN(C)c1ccc(C(=O)Nc2ccc(S(=O)(=O)NC3=NCCCCC3)cc2)cc1
-2.8%	3.5%	Cc1sc(NC(=O)c2cc(Cl)ccc2[N+](=O)[O-])nc1-c1ccccc1
-2.6%	2.0%	Cc1ccc(-c2nn(-c3ccccc3)cc2C2SCC(=O)N2Cc2ccccc2)o1 (stereo not drawn)
1.4%	3.2%	COc1ccc(CCNS(=O)(=O)c2ccc3ccccc3c2)cc1OC
0.3%	-10.2%	CCOC(=O)c1ccc(N2C(=O)CC(Sc3nc(O)c(CC)c(=O)[nH]3)C2=O)cc1 (stereo not drawn)
5.6%	-2.9%	Nc1ccc(C(=O)Nc2cccc3ccccc23)cc1
-1.1%	0.8%	O=C(N=c1nc2ccccn2s1)c1ccccc1
0.6%	-3.5%	O=C(Nc1cc(Cl)ccc1Cl)C1CC(=O)N(C2CCCCC2)C1 (stereo not drawn)
2.3%	-3.5%	c1ccc(-c2nnc(CN3CCCc4ccccc43)o2)cc1
6.7%	-21.3%	O=C1COc2ccccc2N1Cc1ccccc1Cl
3.0%	-3.3%	CCOc1ccccc1N1C(=O)c2cccc3cccc(c23)C1=O
-0.5%	/	CCOC(=O)c1nnc(-c2ccccc2)nc1Sc1c(Cl)cccc1Cl
-4.2%	/	O=CN1CCN(C(=O)c2ccccc2Cl)CC1
6.3%	-6.6%	CCOC(=O)C1CCCc2c1[nH]c1c(C(=O)O)cccc21 (stereo not drawn)
1.7%	-6.8%	Cn1nnnc1SCCNCc1cccc2ccccc12
-0.8%	-6.0%	OC(COc1ccccc1)CSc1ncn[nH]1 (stereo not drawn)
3.8%	/	CCCCCCCC1CC(CSC(=N)N)OC1=O (stereo not drawn)
2.5%	-11.7%	COc1ccc(NC(=O)CSc2ccccn2)cc1OC
0.3%	-8.0%	COc1ccccc1CN1C(=O)CCC1(C)C(=O)NC1CCCCCC1 (stereo not drawn)
3.1%	/	COC(=O)CC(NC(=O)c1ccco1)c1ccc(C(C)C)cc1 (stereo not drawn)

Arranged by length of the SMILES (low to high): some entries from above
Hsp70 displacement	Rat MKP-3 inhibitors	Molecule
-3.2%	1.6%	c1ccc(CSc2nc3ccccc3s2)nc1
0.8%	-0.9%	CC12CN3CC(C)(CN(C1)C3c1ccc3c(c1)OCO3)C2=O (stereo not drawn)
4.1%	-6.5%	COc1ccc2c(c1)c(C(O)CN1CCC3(CC1)OCCO3)c(C)n2C (stereo not drawn)
4.4%	12.3%	Cc1cc(C)n(-c2nc(Nc3ccccc3)nc(-n3nc(C)cc3C)n2)n1
-4.0%	-0.8%	CCOc1ncccc1C(=O)OCC(=O)N1CCN(S(=O)(=O)c2ccc(Cl)cc2)CC1

(more compounds)
Hsp70 displacement	Rat MKP-3 inhibitors	Molecule
-2.9%	-0.2%	C[N+]1(CCNC(=O)/C=N/O)CCCCC1
-1.9%	1.7%	Cc1ccc(CNC(=O)CS(=O)Cc2nc(-c3ccccc3C)oc2C)cc1 (stereo not drawn)
3.5%	0.5%	O=C(/C=C\Nc1ccccc1NS(=O)(=O)c1ccccc1)c1ccc(F)cc1
1.2%	-6.8%	c1ccc(-n2nnnc2Sc2n[nH]c(-c3ccncc3)n2)cc1
-11.6%	/	O=C(c1ccc(-c2nnc(Nc3cccc(Cl)c3)c3ccccc23)cc1)N1C[C@H]2C[C@H](C1)c1cccc(=O)n1C2
7.5%	-11.1%	CCn1ncc(Br)c1C(=O)Nc1ccc(F)cc1F
-2.7%	3.6%	CCOC(=O)c1c(-c2ccc(-c3ccccc3)cc2)csc1N
-0.4%	3.2%	COc1ccc2c(c1OC)C(=O)OC2Nc1ccccc1Br (stereo not drawn)
-1.1%	0.8%	COc1ccc(/C(=C2\OC(=O)c3ccccc32)[N+](=O)[O-])cc1
2.2%	-2.7%	O=C1c2ccccc2NC(c2ccc(Br)cc2)N1Cc1ccccc1 (stereo not drawn)
-3.6%	4.3%	CS(=O)(=O)N1CCN(C(=O)COc2ccccc2)CC1
2.8%	1.0%	CCc1ccc2[nH]c(=O)c(C(c3nnnn3CC3CCCO3)N3CCCc4ccccc43)cc2c1 (stereo not drawn)

Source: PubChem BioAssay (Sanford-Burnham Center for Chemical Genomics)

This is a subset; count on the stated rates, not on these rows.
